SKN-1 block: suppressors of acrylamide-induced Pgst-4::GFP reporter in worms, primary screen, SKN-1 inhibitor project, whole organism, uHTS, GFP/RFP fluorescence ratio, strain VP596; C. elegans VP596 Pgst-4::GFP/RFP ratio, 24 h; inhibition, % at 21.8 µM; AID 624304, 2012; 0.49% of 360,000 active;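 active means interference check ratio from 0.5 to 1.5 plus GFP to RFP signal ratio inhibition reaching or exceeding a fixed threshold, cut at about 30% in these data, passing the limit was not always enough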; further: some compounds called inactive have numbers as strong as hits
SUMO1-SIM PPI: modulators of SUMO1 protein-protein interactions, primary screen, biochemical, uHTS; SUMO1 binding to a labelled peptide, TR-FRET, 1 h; inhibition, % at 20 µM; AID 602429, 2012; 0.33% of 360,000 active; Small ubiquitin-related modifier 1 (Homo sapiens), P63165; in the data active means inhibition above about 37%
Neddylation inh: inhibitors of cullin neddylation, primary screen, biochemical, TR-FRET, uHTS, NAE and Ubc12; NEDD8-conjugating enzyme Ubc12 (Homo sapiens) + NEDD8-activating enzyme E1 regulatory …; calls only at 25 µM; 0.58% of 360,000 active; in the data active means inhibition above about 36%
DNMT1 inh: human DNMT1 methyltransferase inhibitors, primary screen, biochemical, molecular beacon, fluorescence, HinP1I cleavage, uHTS; inhibition (reported as % activation of signal), % at 10 µM; 0.83% of 360,000 active; DNA (cytosine-5)-methyltransferase 1 (Homo sapiens), P26358; AID 588458, 2011; in the data active means inhibition above about 50%
Target sequence (P26358 504-1616 limits assumed): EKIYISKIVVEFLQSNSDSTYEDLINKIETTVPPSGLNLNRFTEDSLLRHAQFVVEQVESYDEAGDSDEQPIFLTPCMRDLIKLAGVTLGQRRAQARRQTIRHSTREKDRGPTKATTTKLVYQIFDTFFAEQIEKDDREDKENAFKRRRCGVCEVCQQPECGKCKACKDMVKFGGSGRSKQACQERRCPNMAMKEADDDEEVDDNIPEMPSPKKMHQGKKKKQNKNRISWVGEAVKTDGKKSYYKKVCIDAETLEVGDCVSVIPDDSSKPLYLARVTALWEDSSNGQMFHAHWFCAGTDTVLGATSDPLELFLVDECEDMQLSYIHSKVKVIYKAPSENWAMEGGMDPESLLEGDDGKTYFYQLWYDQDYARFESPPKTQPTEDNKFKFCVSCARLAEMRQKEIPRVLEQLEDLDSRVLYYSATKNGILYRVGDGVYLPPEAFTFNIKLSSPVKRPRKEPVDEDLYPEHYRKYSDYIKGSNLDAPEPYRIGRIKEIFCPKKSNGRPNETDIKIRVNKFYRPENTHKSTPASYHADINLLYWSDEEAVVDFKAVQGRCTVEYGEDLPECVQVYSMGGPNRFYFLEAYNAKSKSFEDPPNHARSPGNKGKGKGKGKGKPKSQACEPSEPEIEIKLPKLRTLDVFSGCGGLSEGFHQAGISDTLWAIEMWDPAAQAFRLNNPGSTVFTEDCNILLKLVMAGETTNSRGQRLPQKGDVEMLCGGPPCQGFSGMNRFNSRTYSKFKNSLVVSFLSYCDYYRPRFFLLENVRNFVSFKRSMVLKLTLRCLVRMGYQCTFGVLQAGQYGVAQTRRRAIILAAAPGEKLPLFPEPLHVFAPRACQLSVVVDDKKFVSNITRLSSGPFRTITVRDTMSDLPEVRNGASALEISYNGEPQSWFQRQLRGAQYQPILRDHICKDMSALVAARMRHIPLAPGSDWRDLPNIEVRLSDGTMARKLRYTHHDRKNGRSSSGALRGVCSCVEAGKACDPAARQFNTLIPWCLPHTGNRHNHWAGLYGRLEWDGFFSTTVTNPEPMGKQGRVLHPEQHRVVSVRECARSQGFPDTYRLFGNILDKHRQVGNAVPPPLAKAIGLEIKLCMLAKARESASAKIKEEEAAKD
Tb MetRS inh: T. brucei MetRS inhibitors, primary screen, biochemical, luminescence; purified T. brucei MetRS, ATP depletion, Kinase-Glo luminescence; inhibition, % at 11.9 µM; methionyl-tRNA synthetase (Trypanosoma brucei brucei); 0.4% of 360,000 active;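 active means inhibition above a per-plate cutoff of the control wells' mean inhibition plus 3 SD, cut at about 5.5% in these data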;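 further: 0% = DMSO wells median and 100% = median of wells with control inhibitor compound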
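Measured by: Kinase-Glo luciferase luminescence reporting remaining unconsumed ATP. Material: purified T. brucei MetRS enzyme. Doses: 11.9 µM compound single dose, 0.9% DMSO. Medium: HEPES buffer containing pyrophosphatase, BSA, spermine, DTT. Times: 15 min preincubation, 2 h reaction, all 25 °C. Reagent: methionine, ATP and bulk E. coli tRNA.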
NadD inh: inhibitors of S. aureus NadD, primary screen, biochemical, colorimetric, uHTS. Nicotinate-nucleotide adenylyltransferase NadD (Staphylococcus aureus N315). purified NadD enzyme, colorimetric absorbance read-out. inhibition, % at 20 µM. 0.78% of 360,000 active; in the data active means inhibition above about 26%; further: some compounds past the cut are filed as inactive
CendR NRP1 mod: modulators of CendR peptide binding to NRP-1, primary screen, biochemical, fluorescence polarization, uHTS; Neuropilin-1 (Homo sapiens), O14786; FAM-RPARPAR peptide binding to NRP-1; inhibition, % at 25 µM; 0.85% of 360,000 active; AID 602438, 2012;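 active means inhibition or corrected inhibition above about 18%, plus a signal ratio from 0.5 to 1.5, limit read from the data, passing the limit was not always enough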; further: strong numbers were not always called active
LMPTP inh: LMPTP phosphatase inhibitors, primary screen, biochemical, fluorescence intensity, uHTS; Low molecular weight phosphotyrosine protein phosphatase (Homo sapiens), P24666; recombinant LMPTP-A, OMFP fluorogenic substrate; inhibition, % at 20 µM; 0.22% of 360,000 active; AID 651560, 2012;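 active means compounds that cut the enzyme signal by at least half of the control window in the single-dose screen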;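 further: plate controls were DMSO wells with enzyme plus substrate for no effect and substrate without enzyme for full effect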
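Assay system: LMPTP-A, protein tyrosine phosphatase of low molecular weight / Medium: pH 6.0 Bis-Tris buffer with DTT and Triton X-100 / Schedule: 50 min enzyme reaction at room temperature, protected from light / Measured by: endpoint fluorescence intensity from OMFP dephosphorylation / Read-out basis: % inhibition relative to no-enzyme and uninhibited control wells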
Scp-1 inhibitor: Scp-1 phosphatase inhibitors, primary screen, biochemical, colorimetric, uHTS. 0.88% of 340,000 active. Carboxy-terminal domain RNA polymerase II polypeptide A small phosphatase 1 (Homo …. inhibition, % at 20 µM. Recombinant Scp1, phosphopeptide, malachite green phosphate absorbance;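 active means inhibition above about 50% at 20 µM, limit read from the data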;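 further: plate controls were DMSO wells with enzyme for no effect and wells lacking enzyme for full effect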
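Test system: SCP-1 catalytic domain; Buffer or medium: Acidic Tris acetate buffer with magnesium and detergent; Also added: Phosphorylated 17-residue peptide substrate; Compound: single 20 µM dose, 1% DMSO; Schedule: enzyme reaction 45 min at room temperature, colour 5 min, stabilisation 30 min; Signal: Phosphate-binding colour reagent, absorbance read at 630 nm.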
STEP inh: STEP phosphatase inhibitors, primary screen, biochemical, fluorescence intensity, uHTS | recombinant STEP, OMFP fluorogenic substrate | 0.25% of 360,000 active | AID 588621, 2011 | inhibition, % at 20 µM;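 active means inhibition at 20 µM, scaled per plate between control wells, above about 37%, limit read from the data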;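 further: 0% = DMSO with enzyme and substrate and 100% = substrate only without enzyme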
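System: STEP phosphatase, cell-free reaction; Buffer or medium: Bis-Tris pH 6.0 buffer with DTT, detergent; Incubation: 20 min at room temperature, dark; Measured by: fluorescence, 480/540 nm.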
Numbers without * were called inactive; i = inactive; / = not tested or not shown.

Preview:
SMILES	SKN-1 block	SUMO1-SIM PPI	Neddylation inh	DNMT1 inh	Tb MetRS inh	NadD inh	CendR NRP1 mod	LMPTP inh	Scp-1 inhibitor	STEP inh
CC1=C(C(=O)Nc2ccccc2C)C2(CCCC2)C(C(N)=O)C(=O)N1 (stereo unspecified)	9	2	i	1	-0.5	-3	-1	-1.9	-8	0
COc1ccc(/C=N/NC(=O)CCC(=O)Nc2ccc(F)cc2)c(OC)c1	-1	-4	i	6	-1.7	-7	-9	-1.0	-3	-2
COc1ccc(CCN2CCCC(CN(C)Cc3cccc(OC)c3)C2)cc1 (stereo unspecified)	25	-4	i	-4	1.0	1	2	0.2	0	1

This part in full, from the start:
SMILES	SKN-1 block	SUMO1-SIM PPI	Neddylation inh	DNMT1 inh	Tb MetRS inh	NadD inh	CendR NRP1 mod	LMPTP inh	Scp-1 inhibitor	STEP inh
CC1=C(C(=O)Nc2ccccc2C)C2(CCCC2)C(C(N)=O)C(=O)N1 (stereo unspecified)	9	2	i	1	-0.5	-3	-1	-1.9	-8	0
COc1ccc(/C=N/NC(=O)CCC(=O)Nc2ccc(F)cc2)c(OC)c1	-1	-4	i	6	-1.7	-7	-9	-1.0	-3	-2
COc1ccc(CCN2CCCC(CN(C)Cc3cccc(OC)c3)C2)cc1 (stereo unspecified)	25	-4	i	-4	1.0	1	2	0.2	0	1
O=C(COC(=O)c1ccccc1Cl)NC1CCCCCC1	-7	-5	i	3	-0.3	5	6	-0.6	-5	-3
Cc1ccc(OCC(=O)N2CC(C)OC(C)C2)c([N+](=O)[O-])n1 (stereo unspecified)	3	-7	i	-1	0.0	-5	-10	-0.2	-6	0
CCNS(=O)(=O)c1c(C)cc(C)c(N(C)S(=O)(=O)c2ccccc2)c1C	4	0	i	-2	-0.4	-5	-2	-0.3	-5	0
Cc1c(N2C(=O)C(=O)/C(=C(/O)c3ccccc3)C2c2ccc(F)cc2)c(=O)n(-c2ccccc2)n1C (stereo unspecified)	0	0	i	3	0.4	12	0	-2.1	-8	4
Cc1cc[n+](CC(=O)Nc2nc3ccccc3s2)cc1	10	-4	i	1	0.0	-8	19	0.1	-9	-1
CC(C(=O)O)n1c(-c2ccn[nH]2)n[nH]c1=S (stereo unspecified)	6	4	i	2	0.4	-2	7	1.4	-4	0
Cn1cc([N+](=O)[O-])c(C(=O)Nc2ccn(C34CC5CC(CC(C5)C3)C4)n2)n1	0	-22	i	-1	-0.5	5	-2	-1.1	-2	-6
Cc1ccnc(NC(=O)c2c(-c3ccccc3Cl)noc2C)c1	10	3	i	0	0.1	4	5	0.6	-2	-4
COc1ccc(OCc2cccc(C(=O)O)c2)cc1	-10	3	i	1	-1.3	-2	-13	-2.0	-2	2
O=C(Cn1c(=O)oc2ccccc21)Nc1ccc(S(=O)(=O)N2CCCCC2)cc1	30	0	i	5	0.1	3	3	2.2	-8	0
Cc1sc2ccccc2[n+]1CCC(C)S(=O)(=O)[O-] (stereo unspecified)	13	-4	i	3	-1.2	1	7	-0.2	-15	-2
COc1ccc(C(=O)NCCc2cccc(Cl)c2)cc1OC1CCN(C(C)=O)CC1	9	-4	i	0	-0.5	-2	-2	-1.9	0	0
O=[N+]([O-])c1ccccc1S(=O)(=O)Nc1cccc(-c2ccc(N3CCOCC3)nn2)c1	23	-2	i	-1	0.1	6	-16	0.7	0	-2
CC(=O)Nc1ccc(S(=O)(=O)NC(C)(C#N)C2CC2)cc1 (stereo unspecified)	1	4	i	-3	0.2	0	-12	-7.4	-6	0
O=C(C(Cc1ccccc1)N1C(=O)C2C3C=CC(C3)C2C1=O)N1CCCCCC1 (stereo unspecified)	24	3	i	5	-0.8	3	3	0.6	0	-3
O=C(COc1ccc2c(C(F)(F)F)cc(=O)oc2c1)Nc1ccc2c(c1)OCCO2	4	-1	i	18	0.3	6	-11	1.4	-4	0
O=[N+]([O-])c1cccc(OCc2cn3cccnc3n2)c1	2	-19	i	-2	-0.9	-5	-2	-0.3	11	-2
O=C(O)c1cc(N2C(=O)C=CC2=O)cc(N2C(=O)C=CC2=O)c1	12	50*	i	82*	0.0	6	-47	2.7	82*	27
Cc1occc1C(=O)N1CCN(c2ccc(Cl)c(Cl)c2)CC1	-22	1	i	-11	-0.2	-8	-12	-0.1	-3	3
O=C(CSc1nnc(-c2ccccc2Cl)n1Cc1ccco1)Nc1ccc2c(c1)OCCO2	4	5	i	4	-0.9	4	11	-1.6	-10	3
O=C(NCc1ccccc1)c1cc(C2COCCN2S(=O)(=O)c2ccccc2)on1 (stereo unspecified)	3	6	i	6	-0.2	-1	7	0.6	/	0
O=C(CSc1nc2ccccc2c(=O)n1-c1ccc(F)cc1)Nc1ccc(C(=O)O)cc1	8	4	i	1	-0.5	-2	-6	-2.4	-16	1
(continued)
SMILES	SKN-1 block	SUMO1-SIM PPI	Neddylation inh	DNMT1 inh	Tb MetRS inh	NadD inh	CendR NRP1 mod	LMPTP inh	Scp-1 inhibitor	STEP inh
CCOC(=O)C1(CCc2ccccc2)CCN(C(=O)C2=C(C)OCCO2)CC1	-5	0	i	-1	0.7	-1	-21	0.3	-3	1
COc1ccccc1NC(=O)CSc1nc(=O)n(CCN2CCOCC2)c2c1CCC2	19	5	i	0	-0.4	0	-7	0.1	-1	1
CC1(C)C(=O)Nc2ccccc2N1C(=O)CSc1nnc2c(Cl)cc(Cl)cn12	-7	-5	i	1	-1.2	-2	-6	-0.2	6	0
COc1ccccc1CCC(=O)Nc1ccc2c(c1)c(=O)n(C)n2Cc1cccc(C(F)(F)F)c1	16	-4	/	-3	0.2	-6	-65	2.3	/	-2
CC(C)Cc1cc(C(=O)N2CCC(N3CCC(C(=O)N4CCCC4)CC3)CC2)n[nH]1	2	2	i	0	0.1	-6	-20	-1.4	-8	-2
Cc1ccc(C)c2[nH]c(=O)c(C(c3nnnn3C(C)(C)C)N3CC=C(c4ccc(F)cc4)CC3)cc12 (stereo unspecified)	-9	-9	i	-2	-0.1	14	-10	1.1	7	3
CCn1c(=S)sc2c(=O)n(CC(=O)Nc3ccc(Cl)cc3)c(C)nc21	24	-3	i	-1	0.3	3	0	1.7	-11	-2
COc1ccc(S(=O)(=O)N(C)CC(=O)NCCCN2CCOCC2)cc1C	-3	-2	i	3	-0.4	5	5	0.2	7	-2
CCn1cc(CNC(=O)/C=C/c2cnn(C)c2)c(C)n1	-16	0	i	1	-0.9	0	-17	-0.7	2	1
COC(=O)c1c(C)oc(C)c1S(=O)(=O)N1CCOCC1	-4	0	i	3	-0.5	-5	3	-2.1	1	-1
Cn1cccc1-c1cc(C(=O)N/N=C/c2ccc(F)cc2)[nH]n1	8	-4	i	-7	-0.8	0	13	3.6	8	0
COc1ccc(Nc2ccc(N3C(=O)CCC3=O)cc2[N+](=O)[O-])cn1	3	-45	i	1	0.4	-4	5	1.2	-3	1
COc1ccc(-c2ccc3c(c2)[C@@H]2C[C@H](N(C)C(=O)C(C)(C)C)[C@H]([C@H](C)O)C(=O)N2CC3)cc1	-1	-4	i	-8	1.1	3	-7	0.7	-4	-2
CC1(C)Oc2ccc3ccc(=O)oc3c2/C(=C/NNC(N)=S)C1=O	10	-14	i	-4	-0.8	1	8	-0.7	-4	1
CC(=O)Nc1ccc(NC(=O)C2CC(=O)Nc3nc4ccccc4n32)cc1 (stereo unspecified)	-3	-1	i	0	0.2	-7	-3	0.9	-2	0
CN1CCN(c2ncnc3c2cnn3-c2ccc(Cl)cc2)CC1	17	-2	i	-4	-0.2	-1	-14	-0.2	-9	0
Cc1sccc1/C=N/NC(=O)c1ccco1	6	-11	i	0	-0.1	-4	-9	-0.3	-2	3
O=C(O)CSCC(=O)N1CCN(Cc2ccc3c(c2)OCO3)CC1	5	3	i	2	-0.5	0	1	-1.1	-15	-2
O=C(CSc1nnnn1C1CCCC1)Nc1ccccc1N1CCOCC1	-4	1	i	-7	-0.2	-9	-4	-0.7	-1	0
COc1ccc(N(CC(=O)NCc2ccc3c(c2)OCO3)S(C)(=O)=O)cc1OC	1	1	i	7	-0.4	-4	11	-0.4	-2	-2
Nc1nc(Cl)c2ncn(C3OC(CO)C(O)C3O)c2n1 (stereo unspecified)	9	-2	i	4	-0.3	-1	8	-2.9	-10	0
CC1CCc2cc(F)ccc2N1C(=O)c1cccnc1 (stereo unspecified)	-4	3	i	-1	1.1	-5	-4	1.0	0	0
COC(C(=O)Nc1ccc(F)cc1F)c1ccccc1 (stereo unspecified)	7	1	i	1	-1.7	-1	-5	-2.8	-3	2
O=C(NCc1ccc(Cl)cc1)c1cc(=O)[nH]c2ccccc12	3	-3	i	4	0.3	1	6	-1.5	-8	-3
O=C(c1cccc(C(F)(F)F)c1)N1CCC(O)(CS(=O)(=O)Cc2ccccc2Cl)CC1	-10	5	i	2	-0.3	5	0	-0.5	-5	1
Next part
SMILES	SKN-1 block	SUMO1-SIM PPI	Neddylation inh	DNMT1 inh	Tb MetRS inh	NadD inh	CendR NRP1 mod	LMPTP inh	Scp-1 inhibitor	STEP inh
COC(=O)c1ccc(C(=O)OC)c(NC(=O)COC(=O)C2CC2C)c1 (stereo unspecified)	2	4	i	3	0.2	-13	8	2.1	-8	1
COc1cc(C(NC=O)C(=O)Nc2c(C)cccc2C)ccc1O (stereo unspecified)	0	-2	i	0	-0.4	-5	-14	-3.6	-14	-2
CSCC[C@H](NC(=O)OC(C)(C)C)C(=O)N/N=C/c1ccc2nccnc2c1	-8	-20	i	1	-0.7	-5	1	-1.7	-18	-3
O=C(CCc1nc2ccccc2c(=O)[nH]1)N1CCN(S(=O)(=O)c2ccc(Cl)c(C(F)(F)F)c2)CC1	10	2	i	-3	-0.4	5	1	0.0	-6	0
N#Cc1ccc(Oc2cccnc2)cc1C#N	8	-1	i	2	0.3	-4	-12	-1.8	-8	-3
CC(C)C(=O)Nc1ccccc1N1CCN(S(C)(=O)=O)CC1	15	-3	i	7	0.0	1	-7	-1.8	-9	-1
Cc1ccc(NC(=S)N2CCCCCC2)cc1	0	1	i	-1	0.4	6	-10	0.1	-5	1

Source: PubChem (several laboratories)
